AmpC inh det: Promiscuous and Specific Inhibitors of AmpC Beta-Lactamase (assay with detergent). P00811. purified AmpC, nitrocefin hydrolysis with detergent. Potency, µM (series often up to 28.7 µM), for the others: at the top dose activity change, negative = inhibition. hit rate 0.09% among 71,000. AID 584, 2007; active means well fitted curve in the direction sought with a large enough effect
Target sequence (P00811 whole entry, looked up): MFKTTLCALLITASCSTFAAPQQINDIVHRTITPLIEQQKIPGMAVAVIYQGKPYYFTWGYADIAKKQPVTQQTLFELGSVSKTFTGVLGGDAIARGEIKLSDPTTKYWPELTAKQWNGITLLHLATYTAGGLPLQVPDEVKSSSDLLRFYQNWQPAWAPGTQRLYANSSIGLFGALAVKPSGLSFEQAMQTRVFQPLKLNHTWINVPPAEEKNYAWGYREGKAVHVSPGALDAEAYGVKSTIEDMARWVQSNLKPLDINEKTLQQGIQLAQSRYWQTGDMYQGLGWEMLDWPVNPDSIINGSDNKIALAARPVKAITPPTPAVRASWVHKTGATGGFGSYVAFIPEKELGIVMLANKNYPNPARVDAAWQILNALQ
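E. coli AmpC (5.3 nM) in 20 mM phosphate pH 7.0 with 0.01% Triton X-100, preincubated 15 min RT with compound; nitrocefin (2 uL of 800 uM stock) hydrolysis followed by 480 nm absorbance every 20 s over 4 min.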
Numbers without * were called inactive; [ ] = remark or other dose. On the % scale 0 is the no-effect control and ±100 the full control effect; potency means the concentration at half of the fitted maximal effect.

SMILES	AmpC inh det
COc1cccc(NC(=O)CSc2nc3c(c(-c4ccco4)c2C#N)CCCC3)c1	4%
CCOc1ccc(N2CC(C(=O)NCCCN3CCOCC3)CC2=O)cc1 (stereo unspecified)	-4%
CC1CN(C(=O)C(C)Sc2nc3ccccc3s2)CC(C)O1 (stereo unspecified)	-3%
O=C(N/N=C\c1ccccc1O)c1ccccc1O	-1%
CCCCCc1c(C)nc(Nc2ccc(F)cc2)[nH]c1=O	-3%
O=c1cnc2cnc(Nc3ccccc3)nc2n1CCc1ccccc1	2%
CN(C)c1ccc(CNC(=O)C2CCN(S(=O)(=O)c3ccc4c(c3)CCC(=O)N4)CC2)cc1	11%
O=C(O)[C@@H]1C[C@H]2C[C@@H](CP(=O)(O)O)CC[C@H]2CN1	-2%
CSc1nc(N2CCOCC2)c2ccccc2n1	-2%
CCc1nnc(NC(=O)C2CCC2)s1	12%
COc1ccc(S(=O)(=O)N2CCOCC2)cc1C(=O)Nc1cc(C)on1	-5%
O=C(O)c1oc2ccccc2c1CSc1ccccn1	-2%
CCOC(=O)C1CCN(C(=O)Nc2ccc3oc(C)nc3c2)CC1	-2%
Cc1cc(=O)n2[nH]c(C)c(-c3ccc(Cl)cc3)c2n1	32%
Cc1cccc(N2C(=O)CC(=O)NC2=O)c1	0%
CCOc1ccc(NC(=O)CN(C)c2nnnn2-c2ccccc2)cc1OCC	4%
CCc1nnc(NC(=O)CSc2nnnn2-c2cccc(C(=O)OC)c2)s1	-3%
CC(C)(C#N)NC(=O)c1ccco1	-3%
CCOC(=O)N1CCN(C(=O)c2c(-c3ccccc3)noc2C)CC1	8%
COc1ccc(C)cc1S(=O)(=O)N1CCC(C)CC1	-3%
C/C(Cl)=C/CCl	9%
O=C(Cc1ccccc1)N1CCC(c2nc(-c3ccc(F)cc3)no2)CC1	-2%
CCOC(=O)N1CCC(NS(=O)(=O)c2cc(Br)cnc2N)CC1	0%
Cc1ccc(NC(=O)CN(C)S(=O)(=O)c2cccc3nsnc23)cc1	8%
CCCS(=O)(=O)N1CCCC(C(=O)NCCN2CCC(Cc3ccccc3)CC2)C1 (stereo unspecified)	-2%

Shown as labelled records: 3 of the compounds above
> CCOc1ccc(N2CC(C(=O)NCCCN3CCOCC3)CC2=O)cc1 (stereo unspecified)
  AmpC inh det = -4%

> CC1CN(C(=O)C(C)Sc2nc3ccccc3s2)CC(C)O1 (stereo unspecified)
  AmpC inh det = -3%

> O=C(N/N=C\c1ccccc1O)c1ccccc1O
  AmpC inh det = -1%

More entries
SMILES	AmpC inh det
Cc1ccc(C2NC(=O)NC3=C2CCc2ccccc23)cc1 (stereo unspecified)	1%
CC(=O)Nc1nc(SCCCc2ccccc2)n[nH]1	-6%
CSc1ccc(CNC2CN3CCC2CC3)cc1 (stereo unspecified)	-3%
CCOc1cc(-c2noc(-c3cccnc3)n2)ccc1OC	-2%
Cc1occc1-c1nnc(SCC(=O)Nc2ccc3c(c2)OCO3)n1CC1CCCO1 (stereo unspecified)	-2%
O=C(NC1CCCCC1)c1noc2c1CCCCC2	-1%
CCOc1ccc(Cc2nc(-c3nonc3N)no2)cc1OCC	0%
Cn1c(CCNC(=O)OC(C)(C)C)n[nH]c1=S	1%
CCOC(=O)N1CCN(C(=O)Cn2ncc3ccccc32)CC1	13%
Cc1c(N=CC=Nc2c(C)n(C)n(-c3ccccc3)c2=O)c(=O)n(-c2ccccc2)n1C	-2%
CC(=O)Nc1ccc(C(=O)CSc2nc3ccccc3n2CC(=O)N2CCCC2)cc1	-3%
CCOC(=O)N1CCN(c2ccc(C(=O)c3cccc(F)c3)cc2)CC1	-1%
CCCCCCn1cnc2c(c1=O)c1nc3ccccc3nc1n2Cc1cccs1	-1%
Cc1ccc(S(=O)(=O)Nc2c(C)n(C)n(-c3ccccc3)c2=O)cc1C(=O)NCc1ccccn1	15%
CCCc1nc(SCC(=O)Nc2cc(Cl)ccc2OC)c2c(=O)n(C)c(=O)n(C)c2n1	13%
CCOCC(=O)Nc1cccc(C(=O)OCC)c1	1%
Cn1c(-n2c(CCN3C(=O)c4ccccc4C3=O)nc3ccccc3c2=O)nc2ccccc21	4%
O=C(CCN1CCOCC1)Nc1ccc2c(c1)CCC2	-2%
O=C1CC(c2cccnc2)c2cc3c(cc2N1)OCO3 (stereo unspecified)	7%
COc1ccc(N2C(=O)C(Cl)=C(N3CCCC3)C2=O)cc1	11%
CCCN1C2=NS(=O)(=O)CCN2c2ccccc21	-3%
COc1ccccc1C(=O)Nc1ccccn1	14%
CCc1sc(C(=O)N2CCN(S(C)(=O)=O)CC2)cc1Br	-3%
CN(C)C(CNC(=O)c1cccs1)c1cccnc1 (stereo unspecified)	13%
Cc1cccc(C)c1NC(=O)N1CCC(n2cnc3ccccc32)CC1	2%

2 records picked at random from those above:
SMILES	AmpC inh det
CCOc1ccc(Cc2nc(-c3nonc3N)no2)cc1OCC	0%
CCc1sc(C(=O)N2CCN(S(C)(=O)=O)CC2)cc1Br	-3%

(cont.)
SMILES	AmpC inh det
Cc1nn(-c2ccc(C(=O)O)cc2)c(N)c1-c1ccccc1	-5%
Cc1cncn1CCc1nc2c3ccccc3nc(=S)n2[nH]1	3%
CCCS(=O)(=O)c1nnnn1-c1cccc(OC)c1	-7%
CC12CCC3(CO)COC(c4ccccc4O1)C2C3 (stereo unspecified)	-2%
C=CCn1c(=O)c2ccccc2n2c(SC(C)C(=O)Nc3nc(-c4ccccc4)cs3)nnc12 (stereo unspecified)	-1%
FC(F)(F)c1nnc2sc(-c3ccccn3)nn12	14%
CCOc1cccc(-c2nc(C(N)=O)c3[nH]c(=O)n(-c4cccc(Cl)c4)c3n2)c1O	9%
CCOc1ccccc1NC(=O)CSc1nc2c(c(=O)n1C)SC(C)C2 (stereo unspecified)	10%
Cc1sc2ncn3cnnc3c2c1C	-1%
CC(C)C[C@H](NC(=O)N1CCCCCC1)C(=O)N[C@H](Cc1cn(C)c2ccccc12)C(=O)N[C@H](Cc1ccccn1)C(=O)O	-6%
COC(=O)C1=C(N)Oc2cc(C)n(Cc3cccnc3)c(=O)c2C1c1ccc(OC)c(OC)c1 (stereo unspecified)	1%
Clc1ccc(-c2nnc3sc(-c4ccccn4)nn23)cc1	-2%
O=C(COC(=O)c1cccc(C(=O)OCC(=O)NC2CCCCC2)n1)NC1CCCCC1	18%
CCn1c(C)c(C(C)=O)c(N2CCN(c3ccccn3)CC2)nc1=S	-6%
CCc1cc(/C(Cc2ccc3ccccc3n2)=N\O)c(O)cc1O	-4%
C[C@H](CCC(=O)NN)[C@@H]1CC[C@@H]2[C@H]3CC[C@H]4C[C@@H](O)CC[C@@]4(C)[C@@H]3CC[C@]21C	-3%[5.75 µM]
C[C@@H](Cc1ccccc1)Nc1ncnc2c1ncn2[C@@H]1O[C@@H](CO)[C@H](O)[C@@H]1O	15%
CCN(CC)C(=O)CSc1nc2ncc(Cl)cc2[nH]1	-1%
Cc1cccc(Cl)c1NC[C@H](O)CN1CCN(C)CC1	-4%[5.75 µM]
Cc1ccc(N(C(C)C(=O)N2CCCCC2)S(C)(=O)=O)cc1C (stereo unspecified)	0%
O=C(c1cn(CC(=O)N2CCCCC2)c2ccccc12)C1CC1	-1%
C[C@]12CCC3c4ccc(O)cc4CCC3[C@@H]1CCC2=O (stereo partly specified)	0%[12.8 µM]
O=C(Oc1cccnc1)c1cc2ccccc2oc1=O	10µM*
Cn1c(SCC2CCCCC2)nnc1-c1ccncc1	1%
O=C(CSc1nc(O)cc(=O)n1-c1ccccc1)NCc1ccccc1	6%

By substructure: those above with a thiophene ring, fused or not
SMILES	AmpC inh det
CCCCCCn1cnc2c(c1=O)c1nc3ccccc3nc1n2Cc1cccs1	-1%
CCc1sc(C(=O)N2CCN(S(C)(=O)=O)CC2)cc1Br	-3%
CN(C)C(CNC(=O)c1cccs1)c1cccnc1 (stereo unspecified)	13%
Cc1sc2ncn3cnnc3c2c1C	-1%

(listing goes on)
SMILES	AmpC inh det
O=C(CCCc1c[nH]c2ccccc12)N1CCCCCC1	-2%
O=C(CSc1ncnc2c1oc1ccccc12)N1CCc2ccccc2C1	0%
Cn1c(=O)c2c(ncn2CC(=O)Nc2nc(-c3ccccc3Cl)cs2)n(C)c1=O	-8%
COc1ccc(CSc2nnnn2Cc2ccccc2)cc1OC	-4%
CS(=O)(=O)N1CCN(c2ccccc2NC(=O)Cc2ccc(Cl)cc2)CC1	5%
COc1ccc(C2CC(c3ccc(Cl)c(Cl)c3)Nc3nc(N)nn32)cc1 (stereo unspecified)	13%
CCc1nc(SCC(=O)Nc2cccc(C(F)(F)F)c2)c2c(=O)n(C)c(=O)n(C)c2n1	9%
Clc1cc2c(c(CSC3=NCN(CC4CC4)CN3)c1)OCOC2	-3%[5.75 µM]
c1ccc(C(c2ccccc2)N2CC3(CCNCC3)C2)cc1	-3%
Cc1ccc(N2CCCn3c2nc2c3c(=O)n(CCN3CCOCC3)c(=O)n2C)cc1	14%
Cc1onc(-c2ccccc2)c1C(=O)Nc1c(C)n(C)n(-c2ccccc2)c1=O	-1%
CC(=NC1CCCCC1)C1=C(O)c2ccccc2C1=O	-1%
c1cc2c(cc1Oc1nc(N3CCOCC3)nc(N3CCOCC3)n1)OCO2	-2%
Cc1ccc(NC(=O)N2CCC(NC(=O)c3ccccc3C)CC2)cc1	19%
Cc1nnc(N2CCN(Cc3ccccc3)CC2)[nH]c1=O	-2%
CN1C(=O)CC2(CC(=O)N(Cc3ccccc3)C2)C1=O (stereo unspecified)	0%
Cc1cc(C)nc(SCNC(=O)c2ccc(F)cc2)n1	14%
O=c1c(-c2ccc(Cl)cc2)nc2cnc(N3CCNCC3)nc2n1Cc1cccs1	-1%
COC(=O)CNC(=O)c1c(-c2ccccc2Cl)noc1C	10%
CCC(C)NC(=O)CCS(=O)(=O)c1ccc(Br)s1 (stereo unspecified)	8%
Cc1nc2cc(S(=O)(=O)N(C)C)ccc2n1-c1ccccc1	-4%
CCN[C@@H]1C[C@H](C)S(=O)(=O)c2sc(S(N)(=O)=O)cc21	-4%[12.8 µM]
CN1CCN(CC(=O)C23CC4CC(CC(C4)C2)C3)CC1	11%
CCCN(CCC)CCc1ccc(O)c(O)c1	-1%
CCCC(=O)n1nc(-c2ccc(OC)cc2)nc1N	-1%
(more compounds)
SMILES	AmpC inh det
CCn1c(SCC(N)=O)nnc1-c1cc2c(C)nn(-c3ccccc3)c2s1	-2%
CCCOc1ccc(/C=c2\sc3nc(-c4ccco4)nn3c2=O)cc1OCC	-3%
CCOC(=O)C1CCCN(c2c(N3CCC(N4CCCCC4)CC3)c(=O)c2=O)C1 (stereo unspecified)	13%
Cc1ccc(-c2ccc(SCC(=O)Nc3nonc3C)nn2)cc1	-1%
CCOc1cc(CC(=O)N[C@@H](CC(C)C)c2ccccc2N2CCCCC2)ccc1C(=O)O	0%[12.8 µM]
O=C(CSc1ccc2nnc(-c3ccncc3)n2n1)Nc1ccc2c(c1)OCO2	11%
Cc1cc(C)c2c(c1)-c1cc(C)nn1C(c1ccc3c(c1)OCO3)N2 (stereo unspecified)	-6%
COC(=O)N1CCC2(CCCN(Cc3ccc(C#N)cc3)C2)CC1	-2%
Cc1ccc(Nc2cc(C)nc3ncnn23)c(Cl)c1	0%
Cc1ccc(S(=O)(=O)NC(CC(=O)N2CCc3ccccc32)c2ccco2)cc1 (stereo unspecified)	-5%
O=C(CSc1nc(-c2ccco2)cc(C(F)(F)F)n1)Nc1cccnc1	5%
O=S(=O)(c1ccc(Cl)c(Cl)c1)N1CCc2nc3ccccc3n2CC1	-1%
CCCC(=O)Nc1ccc(NC(=O)c2ccccn2)cn1	-5%
O=C(CCNc1ccccc1)c1ccc2c(c1)OCO2	0%
Cc1nc2ncccn2c1-c1csc(NCc2ccco2)n1	-2%
Cc1ccccc1-n1c(=O)c2ccccc2n2nnnc12	11%
CCCCOC(=O)Nc1ccc(OC)cc1S(=O)(=O)N1CCOCC1	-2%
Cn1cc(C(=O)NC2CCCCCC2)c(=O)c2cc(S(=O)(=O)N3CCCC3)ccc21	5%
O=C(NCc1ccc2c(c1)OCO2)c1ccc(S(=O)(=O)NCC2CCCO2)cc1 (stereo unspecified)	-2%
C[C@@H]1[C@H](O)[C@@H](C)/C=C/C=C/C=C/C=C/C=C/C=C/C=C/[C@H](O[C@@H]2O[C@H](C)[C@@H](O)[C@H](N)[C@@H]2O)C[C@@H]2O[C@](O)(C[C@@H](O)C[C@@H](O)[C@H](O)CC[C@@H](O)C[C@@H](O)CC(=O)O[C@H]1C)C[C@H](O)[C@H]2C(=O)O	7%
COc1ccccc1N1CC(C(=O)OC(C)C(=O)N2CCCc3ccccc32)CC1=O (stereo unspecified)	-5%
CCS(=O)(=O)NCCc1ccc(OC)c(OC)c1	-2%
CCC(=O)N1CCN(c2ccccc2NC(=O)Cc2ccc(Cl)cc2)CC1	-6%
Cc1oc(-c2ccccc2)[n+]([O-])c1C	0%
CCS(=O)(=O)N1CCC(C(=O)NCc2ccccn2)CC1	-1%

Source: PubChem BioAssay

Not all compounds are listed; the hit share may differ from the screen's.
